DAGLB inh: DAGLB lipase inhibitors, primary screen, biochemical, fluorescence, HTS | Diacylglycerol lipase-beta (Homo sapiens), Q8NCG7 | HEK293T DAGLB membrane lysate, EnzChek fluorogenic substrate | inhibition, % at 5.17 µM | hit rate 0.059% among 340,000 | AID 504411, 2011; in the data active = inhibition above about 34%;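 also: 0% = enzyme with vehicle and 100% = wells lacking enzyme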
Target sequence (Q8NCG7 whole entry, looked up): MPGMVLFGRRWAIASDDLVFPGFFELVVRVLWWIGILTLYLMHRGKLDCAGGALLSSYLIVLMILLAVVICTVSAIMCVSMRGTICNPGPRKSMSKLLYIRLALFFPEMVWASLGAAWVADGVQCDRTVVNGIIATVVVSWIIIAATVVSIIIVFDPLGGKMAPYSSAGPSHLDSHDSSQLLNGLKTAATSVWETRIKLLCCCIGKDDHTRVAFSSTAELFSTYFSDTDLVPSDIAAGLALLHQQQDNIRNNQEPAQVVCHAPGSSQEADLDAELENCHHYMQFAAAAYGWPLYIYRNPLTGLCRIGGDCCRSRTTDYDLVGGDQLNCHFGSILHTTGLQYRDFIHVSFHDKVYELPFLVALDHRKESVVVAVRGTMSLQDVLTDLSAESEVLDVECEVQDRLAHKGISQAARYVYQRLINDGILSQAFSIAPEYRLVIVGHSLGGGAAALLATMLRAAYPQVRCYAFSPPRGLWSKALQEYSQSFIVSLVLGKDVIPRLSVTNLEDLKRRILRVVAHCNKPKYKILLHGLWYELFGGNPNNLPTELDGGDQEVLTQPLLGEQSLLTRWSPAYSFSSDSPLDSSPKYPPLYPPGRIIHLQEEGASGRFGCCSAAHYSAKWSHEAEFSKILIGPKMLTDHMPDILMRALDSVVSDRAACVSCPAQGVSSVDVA
Rtt109 Vps75: inhibitors of C. albicans Rtt109/Vps75 HAT, primary screen, biochemical, ThioGlo CoA-SH fluorescence, plate reader | purified Rtt109/Vps75, 4 h | inhibition, % at 34.9 µM | hit rate 0.16% among 330,000;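 active = inhibition of at least 50% in every replicate; inconclusive = best replicate reaches 50% inhibition but some replicates fall short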
Target sequence (Q5AAJ8 whole entry, looked up): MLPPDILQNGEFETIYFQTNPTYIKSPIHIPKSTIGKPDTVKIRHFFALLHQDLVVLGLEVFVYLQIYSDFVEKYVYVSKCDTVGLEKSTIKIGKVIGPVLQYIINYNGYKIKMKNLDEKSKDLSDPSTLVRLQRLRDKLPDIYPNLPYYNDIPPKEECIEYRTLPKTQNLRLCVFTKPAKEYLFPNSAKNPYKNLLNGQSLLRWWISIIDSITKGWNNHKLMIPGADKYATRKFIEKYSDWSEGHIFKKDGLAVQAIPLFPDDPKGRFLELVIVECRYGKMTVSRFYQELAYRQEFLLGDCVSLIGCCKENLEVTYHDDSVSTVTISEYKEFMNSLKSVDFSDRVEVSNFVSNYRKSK
phage Ecoli inh: growth loss of phage-infected E. coli, primary screen, RecBCD inhibitor project, absorbance, with phage, HTS; AID 651602, 2012; hit rate 0.26% among 360,000; inhibition, % at 11.9 µM; in the data active = inhibition above about 11%
Ecoli viability: E. coli V3065 growth inhibition, primary screen, counter-screen for AddAB inhibitor project, absorbance, OD600. hit rate 0.27% among 330,000. inhibition, % at 11.9 µM. 18 h. AID 449728, 2010;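 active = inhibition above the campaign's mean inhibition across all tested compounds plus 3 SD, cut at about 9.9% in these data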;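 also: uninfected addAB+ strain grown without phage in ampicillin broth; 0% = DMSO wells and 100% = ciprofloxacin 0.95 µg/ml wells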
Wnt bcat act: Wnt/beta-catenin pathway activators, primary screen, cell-based, plate reader, single point | Wnt/beta-catenin reporter cell assay, activator | activation, % at 9.35 µM | hit rate 1.2% among 300,000 | AID 743398, 2014; in the data active = activation above about 30%, passing the limit was not always enough; inconclusive = no clear call, values can overlap the other calls;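 also: 0% = neutral control wells and 100% = positive control wells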
AddAB inh: growth inhibition of E. coli expressing H. pylori AddAB, primary screen, AddAB inhibitor project, absorbance; inhibition, % at 11.9 µM; AID 435030, 2010; hit rate 0.29% among 330,000; in the data active = inhibition above about 12%;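 also: 0% = vehicle wells of infected cells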
PfHsp90 yeast 2: growth inhibition of PfHsp90-expressing yeast, primary screen, antimalarial PfHsp90 inhibitor project, S. cerevisiae, BacTiter-Glo luminescence, single point, set 2; BacTiter-Glo ATP, 48 h; yeast lacking PDR1 and PDR3 efflux regulators; inhibition, % at 9.4 µM; hit rate 0.32% among 310,000; AID 504621, 2011;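 active = every replicate shows inhibition above about 80%, whatever the replicate mean, limit read from the data; inconclusive = mean inhibition reaches the set limit but some replicate falls short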;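 also: 0% = DMSO neutral controls and 100% = 20 µM radicicol positive controls; yeast relying on Plasmodium falciparum Hsp90 in place of its own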
Tat export inh: E. coli Tat export inhibitors, primary screen, MC4100, TorA-mCherry reporter, fluorescence, single point; inhibition, % at 10 µM; hit rate 0.036% among 340,000;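 active = mean replicate inhibition at least 50% and at least half of replicates individually reaching 50%; inconclusive = only one of the two criteria met; inactive = neither criterion met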;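 also: exported cargo escapes ClpAP degradation while cytoplasmic cargo is degraded and loses fluorescence; 0% = median of neutral control wells and 100% = median of NaSCN control wells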
PvdQ acylase: P. aeruginosa PvdQ acylase inhibitors, primary screen, biochemical, fluorescence, plate reader and imaging, single point | PvdQ acylase [Pseudomonas aeruginosa LESB58] | purified PvdQ acylase | inhibition, % at 10 µM | hit rate 0.063% among 340,000 | AID 488965, 2010; in the data active = inhibition above about 30%, passing the limit was not always enough; inconclusive = no clear call, values can overlap the other calls;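 also: 0% = vehicle neutral wells and 100% = reference inhibitor wells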
CAL PDZ inh: CAL PDZ peptide-binding inhibitors, primary screen, biochemical, fluorescence polarization, Cer-tagged CAL PDZ, HTS | Golgi-associated PDZ and coiled-coil motif-containing protein (Homo sapiens), Q9HD26 | purified CAL PDZ, TMR-peptide fluorescence polarization, 1 h | inhibition, % at 20 µM | hit rate 0.02% among 330,000 | AID 504414, 2011;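 active = highest replicate inhibition of at least 40%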;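 also: plate controls were DMSO neutral control wells for no effect and unlabeled competitor peptide control wells for full effect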
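Assay system – tagged CAL PDZ protein CerCALP, purified · Timing – 1 h at RT · Compound – single point, 20 µM · Measured by – fluorescence polarization from S- and P-plane intensities, G-factor corrected · Evaluation – inhibition from polarization loss · Probe or stimulus – TMR reporter peptide T*-PRC34 · Buffer or medium – pH 7.4 phosphate-saline buffer, reducing agent, detergent, IgG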
Numbers without * were called inactive; ? = inconclusive; . = no result given.

SMILES	DAGLB inh	Rtt109 Vps75	phage Ecoli inh	Ecoli viability	Wnt bcat act	AddAB inh	PfHsp90 yeast 2	Tat export inh	PvdQ acylase	CAL PDZ inh
CCO/N=C(\C)c1c(O)c(CC)c(-c2ccccc2)n(-c2ccccc2)c1=O	-7	4	1.0	2.5	1	1.0	29	14	-5	.
CCCN(CCC)C(=O)c1ccc2c(c1)N(CC)C(=O)c1ccccc1S2(=O)=O	0	.	1.5	-0.2	1	0.4	-1	-9	-6	-1.9
COc1cc(C)ccc1OCCCOc1cc(C)ccc1Cl	-14	10	2.4	-1.5	.	1.8	.	4	2	-0.9
O=C(C[n+]1cc(-c2ccc(F)cc2)n2c1CCC2)OCc1ccccc1	-3	5	2.0	1.0	.	4.3	14	-4	-11	-0.7
O=C(COc1ccccc1/C=C1\SC(=S)NC1=O)Nc1ccc(F)cc1	21	0	1.4	0.3	14	-1.7	10	-12	-3	-1.2
CCn1c(SCC(=O)N/N=C/c2c[nH]c3ccccc23)nnc1-c1ccc(Cl)cc1	3	1	1.9	-0.8	.	1.4	7	-6	2	-2.7
Cc1ccc(CNC(=O)COC(=O)CSc2ccc(Br)cc2C)cc1	-2	0	2.5	-1.2	.	1.8	-20	15	8	-0.5
CCCCn1c(N)c(N(CCOC)C(=O)c2cc(S(=O)(=O)N3CCCCC3)ccc2Cl)c(=O)[nH]c1=O	0	-15	2.5	1.7	-2	1.5	21	11	-14	-2.3
Cc1sc2nc(C(C)C)oc(=O)c2c1C	-3	4	0.3	-1.2	-1	-0.1	-21	3	-10	.
CC(=O)N1c2ccc(S(=O)(=O)N3CCC(C(=O)Nc4ccccn4)CC3)cc2CC1C (stereo unspecified)	0	-25	-1.2	0.8	1	3.7	10	-4	-18	-3.7
Cc1ncoc1C(=O)N1CCCC(C(=O)Nc2cccc(-c3ccc(F)cc3)c2)C1 (stereo unspecified)	4	-1	0.4	-1.4	-4	-1.0	-2	3	-13	-3.1
O=[N+]([O-])c1ccc(OCc2n[nH]c(=S)n2-c2ccccc2)cc1	4	8	2.2	0.1	0	1.0	2	5	-11	.
O=C(NN1CCOCC1)c1c(-c2ccccc2)sc2ccccc12	1	-11	3.1	-0.8	-3	0.4	.	0	-7	1.2
COc1ccc(CNS(=O)(=O)c2ccc(N3CCCC3)cc2Br)cc1	-3	0	-0.9	4.6	1	1.1	7	-10	-1	-0.3
O=Cc1ccc(N2N=C(c3ccccc3)CC2c2ccccc2)cc1 (stereo unspecified)	-2	7	-0.6	-1.2	2	1.0	-18	12	2	1.6
CCc1nnc(SCC(=O)NC2CCCCC2)nc1CC	-2	14	-1.7	-2.0	.	0.9	2	4	0	-1.0
Fc1ccc(-c2nc(-c3cccs3)[nH]c2-c2ccc(F)cc2)cc1	-2	7	3.3	-0.5	-1	3.5	-92	-6	-13	-2.3
CC(Nc1nc(N2CCNCC2)nc2ccccc12)c1ccccc1 (stereo unspecified)	1	10	4.8	-0.9	0	0.5	4	3	-12	-0.8
COc1ccc(S(=O)(=O)N2CCOCC2)cc1C(=O)Nc1nc2ccccc2s1	-2	-7	1.0	0.1	0	-0.8	-27	-3	6	-3.0
CCc1ccc2c(COC(=O)c3n[nH]c4ccccc34)cc(=O)oc2c1	1	2	2.3	-0.5	.	0.7	.	16	-4	-4.1
Cc1ccc(S(=O)(=O)N2CCC(C(=O)Nc3nnc(C)s3)CC2)cc1	-1	-1	2.0	-1.3	-1	3.1	-6	?	-1	-0.4
COc1ccc(C(=O)Nc2sc(C(=O)N(C)C)c(C)c2C#N)cc1[N+](=O)[O-]	1	7	2.3	-0.9	.	1.3	-1	-1	19	0.2
Cc1cc(C)cc(NC(=O)CSCc2cnn(-c3ccccc3)c2-n2cccc2)c1	-14	16	4.4	-0.9	-5	1.5	35	9	-15	-0.2
CN(C(=O)CC1C(=O)NCCN1Cc1cccc(C(F)(F)F)c1)C1CCOCC1 (stereo unspecified)	0	-8	1.1	2.1	-3	5.6	-105	-16	-10	0.1
O=C(COC(=O)CCSc1ccccc1)Nc1cc(F)ccc1F	-4	-2	2.6	2.3	0	2.9	20	2	-11	0.2
O=C(CSC(=S)N1CCOCC1)Nc1ncc2c(n1)CC(c1ccco1)CC2=O (stereo unspecified)	-2	-7	1.2	0.3	-4	2.3	-11	-8	-7	-0.1
CCN(CC)c1ccc(NC(=O)c2ccc3c(c2)OCO3)c(C)c1	-1	-1	5.8	-0.7	1	1.5	19	0	-14	-0.1
CCC1C(=O)N(c2nc(C)cc(C)n2)N=C1C (stereo unspecified)	0	-2	4.8	0.1	.	2.3	13	2	-15	-1.8
Cc1nnc(N2CCOCC2)c2nn(-c3cccc(Cl)c3)c(C)c12	-3	13	1.8	-0.9	-8	-2.0	18	-6	3	-0.2
CNC(=O)c1cc(Nc2nnc(-c3ccc(C)c(S(N)(=O)=O)c3)c3ccccc23)ccc1OC	1	-2	-1.1	1.8	1	0.1	25	-1	-6	.
O=C(NCCc1ccc([N+](=O)[O-])cc1)c1ccccc1	-2	-16	3.1	-0.3	-2	4.1	-40	-13	-18	-0.7
CC(C)Cn1cnc2c(SCc3ccccc3Cl)nc(N)nc21	-1	-7	4.1	.	1	.	-3	8	-3	-1.4
O=C1CS/C(=N/N=C/c2ccncc2)N1	.	.	1.8	0.2	1	1.8	.	.	.	.
COc1ccccc1CN1CCN(C(=O)c2cccc3ccccc23)CC1	.	.	1.1	-1.0	0	4.3	.	.	.	.
O=C(O)c1c[nH]c2ccc(S(=O)(=O)N3CCOCC3)cc12	-4	-5	2.4	1.4	1	3.4	1	-4	-8	-1.8
CCCN(CCC)CCN1C(=O)C2C(C(=O)Nc3cccc(SC)c3)C3C=CC2(O3)C1C(=O)NC1CCCCC1 (stereo unspecified)	1	14	2.8	1.1	-3	0.5	-12	9	-23	-0.9
CCOC(=O)COc1ccc2c(C#N)c3ccccn3c2c1	-1	-33	5.8	.	0	.	-15	0	6	4.2
O=C1c2[nH]nc(-c3ccccc3O)c2C(c2ccc(F)cc2)N1Cc1ccco1 (stereo unspecified)	4	2	5.0	0.3	-1	-0.2	-35	9	-14	-2.2
O=C(Nc1cc2c(cc1Br)OCCCO2)c1cccnc1	-1	0	1.6	3.4	5	2.1	17	12	-10	-5.1
O=C(Nc1nc2c(s1)CCCC2)c1ccc(S(=O)(=O)N2CCCc3ccccc32)cc1	-5	16	1.4	-0.2	.	2.5	15	1	7	-2.3
Cc1nc(SCCO)c2oc3ccccc3c2n1	-1	9	0.9	0.8	.	5.5	-14	2	3	-2.0
O=C(O)CCCC(=O)N1CCc2cc(S(=O)(=O)NCc3ccccc3)ccc21	-2	4	2.7	-0.7	-3	0.4	4	-5	-6	-1.1
CC(OC(=O)c1cc2sccc2n1C)C(=O)NCC1CCCO1 (stereo unspecified)	-1	17	-0.5	3.1	4	2.5	-9	0	6	-2.0
CC1CN(Cc2ccc(Cl)cc2Cl)CC(C)O1 (stereo unspecified)	-4	-4	0.8	-0.4	.	0.6	-1	-7	0	-0.6
CCOC(=O)C1CN(S(=O)(=O)c2ccc(OC)cc2)c2ccccc2O1 (stereo unspecified)	-4	0	0.9	0.8	2	2.3	-7	4	8	-0.2
Cc1ccc(Cn2c3ccccc3c3cn[nH]c(=O)c32)cc1	-3	-1	1.6	-1.4	-3	-0.1	-37	3	-5	-0.7
CCOC(=O)C1CCCN(CC(=O)Nc2c(C(=O)OC)[nH]c3ccc(Cl)cc23)C1 (stereo unspecified)	0	10	3.0	0.6	.	0.9	-2	2	-13	-0.7
COc1ccc(Cl)cc1NC(=O)NCc1cccnc1	-3	23	4.0	0.2	-3	0.7	-2	-8	-1	-1.4
Cc1ccc(CCC(=O)Nc2ncc(Cc3cc(Cl)ccc3Cl)s2)o1	2	2	3.8	-0.8	.	-0.6	9	-3	-3	-1.3
Cc1nnc(SCC(=O)N2CCc3ccccc3C2)s1	-4	-9	2.8	0.6	-3	-0.7	-24	0	-8	-0.5
CCn1c(COc2cc(C)ccc2C(C)C)nnc1SCC(=O)Nc1nccs1	0	0	1.4	2.6	-2	2.8	11	-10	-15	-2.5
Cc1ccc2nnnc(-c3ccccc3)c2c1	-1	-4	3.5	0.1	-3	1.0	-10	-6	-7	-1.1
Cc1cc(C)cc(OC(=O)CN2C(=O)c3ccccc3C2=O)c1	-3	-1	1.5	1.4	1	3.7	4	-3	-1	.
C/C(=N\NC(=O)CSc1nc(C)cc(C)n1)c1ccc([N+](=O)[O-])cc1	.	.	-2.6	1.3	0	-0.7	.	.	.	.
CN(Cc1ccccc1)C(=C(Cl)Cl)C(=C1NCCN1)[N+](=O)[O-]	3	0	.	0.4	.	5.3	0	-7	-8	0.5
Cc1cc(C(=O)Nc2ccc(S(=O)(=O)Nc3onc(C)c3C)cc2)cs1	2	4	1.4	1.9	.	2.6	.	7	-2	-2.7
COc1cc(NC(=O)C2CSC3(C)CCC(=O)N23)c(OC)cc1Cl (stereo unspecified)	-1	5	2.2	0.4	-1	1.9	20	0	-16	-0.9
Cc1ccc(-c2ccc(/C=N/N=C3/NC(=O)C(CC(=O)O)S3)o2)c([N+](=O)[O-])c1 (stereo unspecified)	3	16	3.1	-0.2	.	2.2	20	-14	-7	-2.4
COc1cc2c(cc1OC)CN(C(=O)C1CCCN1S(=O)(=O)c1ccc(C)cc1)CC2 (stereo unspecified)	0	-1	1.8	1.7	2	6.2	1	-5	-3	-0.7
COc1ccc(CN(CC(=O)NC2CCCC2)C(=O)c2onc(C(N)=O)c2N)cc1	-4	.	2.4	1.7	.	1.4	-29	6	-16	-1.8

Further entries
SMILES	DAGLB inh	Rtt109 Vps75	phage Ecoli inh	Ecoli viability	Wnt bcat act	AddAB inh	PfHsp90 yeast 2	Tat export inh	PvdQ acylase	CAL PDZ inh
C=CCOC(=O)C1=C[C@@H](c2coc3ccccc3c2=O)[C@H](CCCO)[C@@H](OCC)O1	4	-2	2.0	0.7	-6	4.5	-33	3	-2	-0.4
Cc1ccc(NC(=O)c2cccc(S(=O)(=O)N3CCN(c4ccccc4)CC3)c2)nc1	0	3	3.5	0.6	-8	1.1	7	9	-11	-1.6
COc1ccc(-c2nnc(NC(=O)Cc3ccccc3)s2)c(OC)c1	1	-5	1.8	0.9	7	1.7	12	-2	-26	-1.8
CC(C)CNS(=O)(=O)c1ccc(CCC(=O)N2CCN(Cc3ccccc3)CC2)cc1	-1	7	1.3	-2.1	-1	-0.6	3	0	-10	-1.3
Cc1onc(-c2c(Cl)cccc2Cl)c1C(=O)NCCc1ccncc1	-4	-8	1.4	1.4	-2	3.5	21	13	-14	-2.0
Cc1ccc(CSc2ncnc3c2cnn3Cc2ccccc2)cc1C	-13	-9	1.3	-1.2	.	3.3	-48	3	-17	0.2
